HRas wt GTP bind = changes GTP binding to wildtype human HRas. GST-Ras wt beads, Bodipy-FL-GTP binding, flow cytometry; actives lie on both sides. GTP binding activity, % at 10 µM. hit rate 0.14% among 190,000. AID 759;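 active = GTP binding activity at least 20% away from the 100% baseline, either lowered as inhibitor or raised as activator; inconclusive = flagged as likely green fluorescent, judged across all proteins in the well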;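 note: 0% = unlabeled GTP competition control and 100% = no-compound control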
Target sequence (P01112 whole entry, looked up): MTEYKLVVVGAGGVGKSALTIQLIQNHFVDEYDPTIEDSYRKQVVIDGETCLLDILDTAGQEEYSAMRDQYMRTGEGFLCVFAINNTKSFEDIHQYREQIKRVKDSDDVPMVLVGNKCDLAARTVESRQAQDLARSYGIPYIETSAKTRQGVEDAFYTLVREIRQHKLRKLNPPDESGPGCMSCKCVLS
Rab7 wt GTP bind = dog Rab7 wildtype GTP binding, inhibitors and activators; GST-Rab7 beads, fluorescent GTP binding, flow cytometry; actives lie on both sides; untreated = 100%, excess cold GTP = 0%; GTP binding activity (percent of control), % at 10 µM; hit rate 0.055% among 190,000; AID 758;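 active = fluorescent GTP binding to Rab7 beads changed by at least 20 points from the 100% baseline, either direction, mostly lower; inconclusive = compound itself probably fluorescent, or too few beads counted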;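 note: median green fluorescence of bound Bodipy-FL-GTP per Rab7 bead population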
Rab2 wt GTP = changes GTP binding to wildtype dog Rab2A, up or down | P61105 | GTP binding activity, % at 10 µM | hit rate 0.19% among 190,000 | GST-Rab2 wt beads, Bodipy-GTP binding, flow cytometry;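 active = GTP binding activity at least 20 points away from 100%, either lowered or raised; inconclusive = signal likely due to the compound's own green fluorescence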;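 note: 0% = beads with excess unlabeled GTP and 100% = no-compound control corrected for plate trend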
Cdc42 wt GTP = modulators (inhibitors or activators) of GTP binding to human Cdc42 wildtype; P60953; GST-Cdc42 beads, Bodipy-GTP binding, flow cytometry; actives lie on both sides; percent activity (GTP binding), % at 10 µM; hit rate 0.2% among 190,000; AID 761;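 active = percent activity GTP binding at least 20 points away from the 100% baseline, either down as inhibitor or up as activator; inconclusive = compound flagged as likely green fluorescent from well-wide comparison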;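 note: median bead fluorescence of bound Bodipy-FL-GTP at 100 nM; 0% = excess unlabeled GTP control and 100% = no compound control; below 100% means less GTP binding so inhibitor and above means activator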
Target sequence (P60953 whole entry, looked up): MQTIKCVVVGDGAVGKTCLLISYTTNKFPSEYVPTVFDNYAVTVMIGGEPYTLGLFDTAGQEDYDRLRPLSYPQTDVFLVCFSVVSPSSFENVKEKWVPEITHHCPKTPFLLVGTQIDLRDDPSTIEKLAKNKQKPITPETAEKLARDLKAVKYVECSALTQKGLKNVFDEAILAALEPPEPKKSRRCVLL
Rac1 wt GTP bind = alters GTP binding to wildtype human Rac1. GST-Rac1 beads, fluorescent GTP binding, flow cytometry; actives lie on both sides; 0 = cold GTP competed, 100 = untreated. GTP binding activity (% of control), % at 10 µM. hit rate 0.27% among 190,000. AID 757;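 active = GTP binding activity at least 20 points away from the 100% control level, either lower or higher; inconclusive = compound flagged as likely green fluorescent, judged across all proteins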
Pf gamet viab = P. falciparum stage V gametocyte viability inhibition. P. falciparum stage V gametocytes, ATP luminescence, 24 h. inhibition, % at 10.9 µM. hit rate 0.065% among 150,000;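 active = inhibition above the mean plus 3 SD of compounds within the control limits, set per campaign, cut at about 38% in these data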;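 note: 0% = DMSO wells and 100% = medium only without gametocytes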
Rac1 act GTP bind = human Rac1 activated mutant GTP binding change. GST-Rac1 activated beads, fluorescent GTP binding, flow cytometry; actives lie on both sides; 100% means binding = to untreated wells. hit rate 0.11% among 190,000. percent activity (GTP binding), % at 10 µM. P63000. AID 764;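 active = GTP binding at least 20 percentage points away from the 100% baseline, in either direction, so actives lie on both sides; inconclusive = Compound likely fluorescent itself, or too few beads counted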
RGS8-Gao = regulators of human RGS8-Galphao interaction | hit rate 0.34% among 220,000 | P09471 | multiplexed bead flow cytometry, RGS8-Galphao binding; actives lie on both sides | response (percent of control binding), % at 10 µM | AID 1423; in the data active = response below about 60% or above about 140%; inactive = in between;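 note: Galphao activated as the GDP aluminium fluoride complex binding bead-coupled RGS8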
Target sequence (P09471 whole entry, looked up): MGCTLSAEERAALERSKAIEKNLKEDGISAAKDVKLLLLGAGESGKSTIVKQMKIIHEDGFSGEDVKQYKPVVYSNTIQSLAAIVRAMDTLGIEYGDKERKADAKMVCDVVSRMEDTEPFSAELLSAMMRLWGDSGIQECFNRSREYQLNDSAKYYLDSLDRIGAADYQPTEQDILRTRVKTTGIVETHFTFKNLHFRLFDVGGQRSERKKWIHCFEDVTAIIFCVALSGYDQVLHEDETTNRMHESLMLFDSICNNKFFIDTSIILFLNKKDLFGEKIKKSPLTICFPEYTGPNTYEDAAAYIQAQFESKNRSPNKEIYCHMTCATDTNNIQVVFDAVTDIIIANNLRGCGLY
Mcl1 Noxa PPI = Mcl-1/Noxa interaction inhibition | Q07820 | inhibition, % at 21.7 µM | hit rate 1.5% among 220,000 | TR-FRET Mcl-1/Noxa peptide binding, 2 h;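 active = compounds that cut the protein-peptide binding signal by more than 50% relative to plate controls in a single-dose test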;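 note: His-tagged Mcl-1 with rhodamine Noxa BH3 peptide and terbium anti-His antibody; 0% = Mcl-1 plus Noxa peptide wells and 100% = peptide-only wells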
Mcl1 Bid PPI = disrupts binding of human Mcl-1 to Bid peptide. Q07820. TR-FRET Mcl-1/Bid-Dy647 peptide binding, 1536-well. inhibition, % at 21.7 µM. hit rate 0.97% among 220,000;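 active = compounds that cut the binding signal by more than half at the single screening dose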;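 note: His-tagged Mcl-1 with europium anti-His antibody binding Bid BH3 peptide; 0% = Mcl-1 plus peptide wells and 100% = peptide-only wells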
Mcl-1 Bim block = human Bim-Mcl-1 interaction inhibition. hit rate 0.1% among 190,000. Bead-based flow cytometry, Bim peptide-Mcl-1 binding. inhibition, % at 10 µM. Q07820; in the data active = inhibition above about 40%;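 note: 0% = no compound tracer wells and 100% = peptide blocker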
Starred values were filed as active, the others as inactive; ? = inconclusive; · = not tested or not shown.

SMILES	HRas wt GTP bind	Rab7 wt GTP bind	Rab2 wt GTP	Cdc42 wt GTP	Rac1 wt GTP bind	Pf gamet viab	Rac1 act GTP bind	RGS8-Gao	Mcl1 Noxa PPI	Mcl1 Bid PPI	Mcl-1 Bim block
Cc1ccccc1OCCC(=O)NCCc1ccc(S(N)(=O)=O)cc1	101	100	100	100	102	2	101	104	11	-12	-5
O=C(NNC(=S)Nc1ccc(Cl)cc1)c1ccccc1OC(F)F	98	96	94	97	100	17	97	100	-61	-55	-6
CN1CCN(C(=O)Nc2ccccc2)CC1	102	104	103	96	101	5	97	97	21	19	2
COc1ccccc1CNC(=O)Cn1nnc(-c2ccncc2)n1	102	95	103	102	100	-35	100	96	14	-23	-1
CCc1cccc(CC)c1NC(=S)N1CCn2cccc2C1c1ccncc1 (stereo unspecified)	97	99	96	97	94	-11	97	94	14	-20	0
CCOc1ccccc1N1CCN(CC(=O)Nc2cc(C)on2)CC1	94	98	96	92	94	29	94	104	8	-20	0
C=CCn1c(=N)n(CC(=O)OC)c2ccccc21	98	96	97	97	97	9	99	98	3	-22	0
CC(C)(C)n1ncc(Oc2ccccc2[N+](=O)[O-])c(Cl)c1=O	101	103	102	98	104	19	101	102	12	-14	-2
O=C(NCc1cccc(Cl)c1)NCc1cccc(Cl)c1	99	100	96	102	107	13	100	99	-9	-14	-1
CCC(O)c1cc2c(cc1NC(=O)c1ccc(C)cc1)OCCO2 (stereo unspecified)	100	98	100	103	102	·	99	101	-1	-6	0
COc1ccc(C(=O)NCc2cccnc2)cc1Br	103	102	100	100	103	·	98	98	0	-13	-2
O=C(CN(C(=O)CNC(=O)c1ccco1)c1ccc2c(c1)OCO2)NC1CCCCC1	104	103	103	106	104	21	101	102	16	83*	1
CCN1C(=O)c2ccc(C(=O)Nc3nccs3)cc2C1=O	102	99	103	106	112	-4	100	104	19	2	-1
CC1CCC(C(C)C)C(OCC(O)CNC(C)c2ccccc2)C1 (stereo unspecified)	97	98	97	99	100	9	97	101	17	-22	-6
O=C(Nc1nccs1)C(NS(=O)(=O)c1ccc(Br)s1)c1ccccc1 (stereo unspecified)	98	98	96	96	96	18	94	99	-8	-8	21
COc1ccc(Cl)cc1C(=O)N/N=C/c1ccc(N2CCOCC2)cc1	95	97	93	95	96	·	91	101	12	-14	0
O=C(Cc1ccc(-n2c(=O)[nH]c3ccsc3c2=O)cc1)N1CCN(c2ccc(Cl)cc2)CC1	96	98	97	96	99	17	97	99	20	-32	-7
COc1ccccc1NC(=O)CSC1=NCCN1	98	100	95	100	102	15	101	104	19	-20	0
COc1ccc(S(=O)(=O)Nc2ccc(S(=O)(=O)Nc3ccc(F)cc3)cc2)cc1C	98	95	98	99	102	-8	99	77	12	18	9
CC(NC(=O)CSc1nc2c(c(C(F)(F)F)n1)CCc1ccccc1-2)c1ccccc1 (stereo unspecified)	101	98	97	99	106	·	98	97	8	-5	-39
O=C(Cc1cccs1)Nc1ccc(S(=O)(=O)Nc2ncccn2)cc1	100	95	96	103	105	·	101	99	-4	-43	-5
CCN(CC)c1ncnc2sc3c(c12)CCC3	99	99	98	100	98	15	98	103	-9	-24	3
O=C(Oc1coc(CSc2nnc(NC(=O)C3CC3)s2)cc1=O)c1c(F)cccc1F	97	98	96	96	96	-12	94	101	36	0	0
Nc1cccn2c(-c3ccc(Cl)c(Cl)c3)cnc12	95	95	98	96	95	0	94	93	7	-17	0
COc1ccc(/C=C/C(=O)N2c3ccccc3Sc3ccc(C(F)(F)F)cc32)cc1	97	95	95	96	101	-5	99	103	19	-1	-3
Remaining list, next part:
SMILES	HRas wt GTP bind	Rab7 wt GTP bind	Rab2 wt GTP	Cdc42 wt GTP	Rac1 wt GTP bind	Pf gamet viab	Rac1 act GTP bind	RGS8-Gao	Mcl1 Noxa PPI	Mcl1 Bid PPI	Mcl-1 Bim block
CC(C)(C)C(=O)/C(=C/c1ccncc1)n1cncn1	100	103	99	96	103	-10	96	102	-6	-8	0
COc1ccc(S(=O)(=O)N2CCC(CN3C(=O)c4cccc5cccc(c45)C3=O)CC2)cc1	102	105	100	105	108	·	101	100	12	-22	-5
Cc1ccc(-c2csc(/C(C#N)=C/Nc3ccccc3SC(F)(F)F)n2)cc1	97	100	96	95	100	-7	100	107	-4	6	1
Cc1ccc(N2CC(C(=O)NCCCn3ccnc3)CC2=O)cc1 (stereo unspecified)	101	98	101	101	99	21	100	92	7	-34	-1
Cc1cc(NS(=O)(=O)c2ccc(NC(=S)NC(=O)c3ccc(C(C)(C)C)cc3)cc2)no1	89	90	88	84	90	-8	88	115	6	-42	-2
COc1cc2cc(CN(Cc3cccnc3)C(=O)Nc3ccccc3F)c(=O)[nH]c2cc1OC	96	104	96	97	99	-3	95	103	12	9	-6
CC(C)OC(=O)CNc1n[nH]c(=S)[nH]c1=O	96	98	95	94	97	-7	94	99	43	-51	4
CCOCC(=O)Nc1ccc(OCc2ccccc2)cc1	91	95	91	93	95	-19	96	99	9	-3	5
C=CCn1c(Cc2cccs2)nnc1SCC(=O)Nc1ccc(OC)cc1	105	109	103	103	104	-24	102	101	14	-16	-2
O=C(NCc1ccc2c(c1)OCO2)c1cc(-c2ccccc2Cl)on1	94	97	94	94	95	·	90	102	26	-10	-1
NC(=O)CSc1nc2scc(-c3ccco3)c2c(=O)n1-c1ccccc1	100	101	100	100	102	3	97	97	55*	6	0
CCOC(=O)C(C(C)=O)C(c1ccc(OCCC(C)C)cc1)C(C(C)=O)C(=O)OCC (stereo unspecified)	101	99	98	100	111	-19	100	103	-11	-6	0
Cn1nnnc1SCC(=O)NCCCc1ccccc1	109	109	105	107	104	·	98	102	-10	-38	0
C=CCn1c(SC)nnc1C1COc2ccccc2O1 (stereo unspecified)	97	102	98	95	96	3	95	99	27	-2	-2
O=C(NC1CCN(C(=S)NCc2ccco2)CC1)c1cccc(F)c1	103	111	104	99	98	·	99	105	5	-36	0
CCC(C)c1ccc(NC(=O)c2cccs2)cc1 (stereo unspecified)	97	95	99	96	97	·	95	135	-2	18	0
Cn1cc(C(=O)Nc2ccc(F)c(Cl)c2)cn1	99	102	102	100	100	13	100	102	-4	-13	-3
Nc1nc(Nc2ccc(Cl)cc2Cl)nc(C(F)(F)F)n1	98	99	96	100	99	-7	97	110	-1	-3	-1
CN1CCN(C(=O)C2=C[C@H](c3coc4ccccc4c3=O)C[C@H](OCCCCO)O2)CC1	97	103	98	95	97	·	95	96	-13	-8	0
CC(=O)c1cccc(CN2CCCC(CCC(=O)NCc3ccccc3F)C2)c1 (stereo unspecified)	97	95	97	96	99	6	97	99	6	-4	-1
CCCN(C(=O)CSc1nnc(-c2ccoc2C)n1N)C1CCS(=O)(=O)C1 (stereo unspecified)	?	?	?	?	?	10	?	103	10	-10	-2
COCCNC(=O)c1cc2c(=O)n(C)c3ccccc3c2n1C	101	100	103	103	105	·	99	101	20	0	0
COc1ccc(Cl)cc1C(=O)NCCN(C)C	101	97	101	103	104	21	102	102	24	-28	-1
CC(=O)NCc1ccc(-c2csc(N)n2)s1	104	98	103	108	104	·	101	104	8	-61	1
NC1=C([N+](=O)[O-])C(c2ccccc2)C2=C(CCCC2=O)O1 (stereo unspecified)	96	93	96	101	101	9	100	102	-10	-5	9
Following part.
SMILES	HRas wt GTP bind	Rab7 wt GTP bind	Rab2 wt GTP	Cdc42 wt GTP	Rac1 wt GTP bind	Pf gamet viab	Rac1 act GTP bind	RGS8-Gao	Mcl1 Noxa PPI	Mcl1 Bid PPI	Mcl-1 Bim block
CN(C(=O)CSC1=NCCS1)c1ccccc1	101	96	99	101	110	·	103	102	0	-13	0
Cn1c(=O)c2c(-c3cccc(F)c3)c3c(nc2n(C)c1=O)-c1ccccc1C3O (stereo unspecified)	99	100	96	100	102	·	96	103	17	-32	3
CN(Cc1ccccc1)c1ncnc2ccc(Br)cc12	100	98	98	100	101	·	98	99	-21	-7	0
C=CCn1c(CSc2nc3ccccc3s2)nnc1SCC(=O)NCCN1CCOCC1	102	97	102	99	104	8	100	102	-7	2	-7
c1csc(Cn2nnnc2CN2CCN(c3nc4ccccc4s3)CC2)c1	96	95	96	95	93	·	95	100	4	-3	-2
Cc1onc(-c2ccccc2)c1C(=O)N1CCCSC1=Nc1ccccc1	103	100	102	106	103	·	101	102	5	3	0
COCCNC(=O)C(c1ccc(C)o1)N(C(=O)c1snc(C(N)=O)c1N)c1cccc(C)c1 (stereo unspecified)	105	102	103	107	105	·	101	102	10	-8	-3
COc1ccc(-c2c(C)nn(-c3ccccc3)c2N)cc1OC	100	101	101	103	105	·	99	101	0	-29	-1
CCCN(C(=O)c1cn(CC)c2nc(C)ccc2c1=O)c1c(N)n(Cc2ccccc2)c(=O)[nH]c1=O	95	92	94	97	98	3	95	102	2	-40	2
O=C(C1CCCCN1S(=O)(=O)c1ccccc1[N+](=O)[O-])N1CCCCC1 (stereo unspecified)	99	97	99	100	98	0	98	100	-1	7	2
NC(=O)c1ccc(Nc2ccc([N+](=O)[O-])cc2[N+](=O)[O-])cc1	93	97	97	99	98	-2	96	102	6	-32	3
Cc1cccc(S(=O)(=O)Nc2ccc(C)c3c2OC(C)(C)C3)c1	100	95	98	96	102	·	101	103	-2	-10	-1
O=C(NCC1CCCO1)C(C(=O)c1ccc(F)cc1)n1ccccc1=O (stereo unspecified)	98	95	94	95	94	-5	94	101	1	3	0
Cc1ccc(C(=O)c2ccc([N+](=O)[O-])cc2)cc1C	102	98	102	103	107	21	100	101	13	10	0
CCOc1ccc(NC(=O)CSc2ncn[nH]2)c([N+](=O)[O-])c1	97	98	93	103	97	·	98	95	2	-10	-3
Cc1cccc(CSC(=N)N)c1	100	101	101	104	103	-10	100	105	-18	-14	-8
COC(=O)CSc1ncnc2c1sc1nc(-c3ccco3)c3c(c12)CC(C)(C)OC3	109	108	110	109	107	·	101	80	76*	-61	1
Cc1noc(C)c1COc1cccc(C(=O)OCC(=O)N2CC(=O)Nc3ccccc32)c1	98	97	95	100	101	-6	96	102	19	-12	-2
O=C(CN1C2CCCC1CC(NC(=O)c1ccccc1)C2)NC1CC1 (stereo unspecified)	99	106	103	103	101	5	98	103	5	-23	1
CCOc1ccc2c(c1)OC(c1ccc(OC)cc1)(C(F)(F)F)NC2=O (stereo unspecified)	97	97	97	100	101	-16	97	101	-6	4	-5

Bioassay records deposited in PubChem by several laboratories.

Compounds were not picked by outcome; overall some 2.9% were active at least once.
